UGM FP inh: inhibitors of M. tuberculosis UDP-galactopyranose mutase. inhibition, % at 10 µM. actives 0.06% (n = 320,000). AID 504406. P9WIQ1. purified UGM, fluorescence polarization probe displacement; in the data active = inhibition above about 10%, passing the limit was not always enough; inconclusive = no clear call, values can overlap the other calls
GDH-TPI inh: counter-screen for M. tuberculosis FBA inhibitors: GDH-TPI coupled enzymes. inhibition, % at 4.8 µM. actives 1.2% (n = 360,000). GDH-TPI coupled enzyme counterscreen, NADH absorbance. AID 588335;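 also: 0% = DMSO wells and 100% = wells lacking the enzyme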
FadD28 FP inh: blocks FadD28 binding to the bisubstrate probe; fluorescence polarization; AID 588549; inhibition, % at 12.5 µM; actives 0.22% (n = 360,000); in the data active = inhibition above about 8.5%, passing the limit was not always enough; inconclusive = no clear call, values can overlap the other calls
Mtb BioA inh: blocks M. tuberculosis BioA enzyme activity; purified M. tuberculosis BioA enzyme, plate reader; inhibition, % at 9.99 µM; actives 0.096% (n = 360,000); AID 602481; in the data active = inhibition above about 40%; inconclusive = no clear call, values can overlap the other calls
CCHF vOTU inh: CCHFV vOTU protease inhibition; Pep-AMC fluorescence; actives 0.55% (n = 370,000); AID 651958; inhibition, % at 11.5 µM; also: 0% = vehicle wells with enzyme and 100% = no enzyme wells
VHR inh abs: blocks human VHR1 dual specificity phosphatase | recombinant VHR phosphatase, pNPP absorbance | AID 1654 | inhibition, % at 13.3 µM | P51452 | actives 0.52% (n = 290,000); in the data active = inhibition above about 50%; also: some compounds called inactive have numbers as strong as hits
Target sequence (P51452 whole entry, looked up): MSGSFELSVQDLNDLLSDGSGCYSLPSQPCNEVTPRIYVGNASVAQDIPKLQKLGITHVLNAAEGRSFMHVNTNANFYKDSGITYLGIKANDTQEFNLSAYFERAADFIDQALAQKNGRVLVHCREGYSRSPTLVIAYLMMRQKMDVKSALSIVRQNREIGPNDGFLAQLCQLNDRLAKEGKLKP
FBA Mtb inh: Mtb fructose-bisphosphate aldolase inhibition | P9WQA3 | purified M. tuberculosis FBA, fluorescence read-out | inhibition, % at 1 µM | actives 2.3% (n = 360,000) | AID 588726; in the data active = inhibition above about 27%;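 also: 0% = vehicle and 100% = reference inhibitor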
Target sequence (P9WQA3 whole entry, looked up): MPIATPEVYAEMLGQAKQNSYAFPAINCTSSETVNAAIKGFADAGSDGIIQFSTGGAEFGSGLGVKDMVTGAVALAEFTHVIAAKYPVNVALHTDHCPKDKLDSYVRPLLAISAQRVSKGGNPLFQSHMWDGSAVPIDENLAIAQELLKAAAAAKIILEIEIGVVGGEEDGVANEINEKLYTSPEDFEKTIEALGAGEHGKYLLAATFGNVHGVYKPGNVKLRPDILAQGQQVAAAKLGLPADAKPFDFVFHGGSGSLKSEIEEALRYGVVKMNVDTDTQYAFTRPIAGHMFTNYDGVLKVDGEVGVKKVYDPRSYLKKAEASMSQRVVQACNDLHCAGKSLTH
MazF activator: MazEF (E. coli) toxin RNase activation; P0AE70; FAM/BHQ RNA-DNA oligo cleavage fluorescence, 5 h; activation, % at 20 µM; actives 0.32% (n = 350,000); in the data active = activation above about 50%
Target sequence (P0AE70 whole entry, looked up): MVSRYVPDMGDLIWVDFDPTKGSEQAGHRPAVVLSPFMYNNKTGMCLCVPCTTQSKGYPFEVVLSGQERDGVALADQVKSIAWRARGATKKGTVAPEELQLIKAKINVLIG
Rv3671c inh: inhibitors of M. tuberculosis serine protease Rv3671c. AID 2606. inhibition, % at 5.96 µM. actives 0.048% (n = 320,000). P9WHR9; in the data active = inhibition above about 38%;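 also: extracellular domain of Rv3671c used as enzyme; 0% = enzyme with DMSO and 100% = no enzyme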
Target sequence (P9WHR9 whole entry, looked up, the tested form may be a part): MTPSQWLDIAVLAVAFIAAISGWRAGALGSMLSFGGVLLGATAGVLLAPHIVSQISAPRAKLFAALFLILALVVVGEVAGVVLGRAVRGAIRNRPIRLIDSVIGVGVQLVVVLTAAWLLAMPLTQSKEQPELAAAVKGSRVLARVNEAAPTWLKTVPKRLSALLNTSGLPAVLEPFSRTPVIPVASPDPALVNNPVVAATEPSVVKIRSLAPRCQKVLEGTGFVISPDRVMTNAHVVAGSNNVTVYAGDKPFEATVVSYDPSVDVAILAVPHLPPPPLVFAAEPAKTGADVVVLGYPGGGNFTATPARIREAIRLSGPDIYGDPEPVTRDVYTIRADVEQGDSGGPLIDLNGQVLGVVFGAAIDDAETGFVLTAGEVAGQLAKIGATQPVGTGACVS
BoNT-F LC inh: inhibitors of Botulinum neurotoxin F light chain protease | inhibition, % at 10 µM | Multiplex microsphere protease cleavage assay, flow cytometry | actives 0.22% (n = 360,000); in the data active = inhibition above about 35%, passing the limit was not always enough; inconclusive = no clear call, values can overlap the other calls; also: plate controls were buffer without enzyme for full effect and enzyme alone for no effect
* marks the source's active call; other numbers are inactive results; u = inconclusive; x = no result given. Rule as the data show it, unless noted: active = inhibition above about 30%; inactive = the rest.

Values in the order – UGM FP inh | GDH-TPI inh | FadD28 FP inh | Mtb BioA inh | CCHF vOTU inh | VHR inh abs | FBA Mtb inh | MazF activator | Rv3671c inh | BoNT-F LC inh
Cc1[nH]c2ccccc2c1C(=O)C(C)OC(=O)c1ccc([N+](=O)[O-])o1 (stereo not given)
→ 0.8 | 8 | -2.6 | x | 19 | 0 | 1 | 8 | -14 | -6
Fc1ccc(/C=N/Nc2cc(N3CCOCC3)ncn2)cc1
→ 1.7 | 16 | -3.6 | 0.2 | -5 | 44 | 1 | -35 | -1 | u
CCc1c(C(=O)NCc2ccccc2Cl)[nH]c(C)c1C(C)=O
→ -1.0 | 0 | -4.8 | 3.3 | -6 | 7 | 1 | -1 | -1 | 0
Cn1cccc1CNC(=O)Nc1ccc(Cl)cc1
→ -1.0 | 4 | -3.5 | -1.6 | 4 | 14 | 1 | 3 | -6 | -2
Brc1[nH]nc2ccccc12
→ 0.7 | 14 | 1.7 | -2.8 | -12 | 24 | 3 | -6 | 2 | 4
COc1ccc(C2CC(=O)Oc3cc(C)cc(C)c32)cc1 (stereo not given)
→ x | -1 | -2.3 | 1.0 | 16 | x | 2 | -1 | x | -4
CCCn1c(O)c(C=Nc2ccccc2)sc1=S
→ 1.1 | -2 | -2.6 | -1.3 | 15 | 22 | -11 | 33 | 0 | -2
CC(C(=O)NCCc1ccccc1)N1c2cccc3cccc(c23)S1(=O)=O (stereo not given)
→ -1.8 | 5 | -3.4 | 0.1 | -8 | 10 | 7 | 7 | 4 | 6
COc1cc(-c2noc(C)c2C#Cc2ccc(N)cc2)cc(OC)c1OC
→ -1.6 | 9 | -2.9 | -0.7 | 6 | 36 | -2 | -4 | 1 | -3
O=S1(=O)N=C(N2CCCC2)c2ccccc21
→ -0.9 | 13 | -0.3 | 3.0 | -3 | -2 | -3 | -2 | -5 | 4
COCCCNC(=O)CN(c1ccc(OC)cc1)S(=O)(=O)c1ccc(NC(C)=O)cc1
→ -1.5 | -4 | -4.4 | -0.7 | 2 | 27 | 0 | -3 | -4 | 7
Cc1ccc2nc(CCCc3nc4ccc(C)cc4[nH]3)[nH]c2c1
→ x | 17 | -2.3 | -1.6 | -3 | -11 | 3 | -1 | x | u
C/C(Cl)=C/Cn1c(SCC(C)C)nc2c1c(=O)[nH]c(=O)n2C
→ 3.4 | -4 | -2.7 | -1.0 | 1 | -4 | 1 | -13 | -5 | -19
CCN(C(=O)CN(C)Cc1cccc(Cl)c1Cl)c1c(N)n(Cc2ccccc2)c(=O)[nH]c1=O
→ -3.0 | -3 | -2.7 | 0.5 | 3 | 15 | -2 | -4 | -7 | -6
CC(=O)c1ccc(O)c(CC=C(C)C)c1O
→ -0.8 | 13 | -2.5 | -1.0 | -1 | x | 1 | -4 | -10 | -7
CCCCNC(=O)CC1N=C2c3ccccc3N=C(SCC(=O)Nc3ccccc3OC)N2C1=O (stereo not given)
→ 0.8 | 5 | -0.2 | -0.4 | -6 | 21 | 0 | 1 | 1 | -12
O=C(O)c1ccc(CSC2CCCCC2)cc1
→ 1.1 | -5 | -2.5 | -1.8 | -11 | -7 | 0 | -3 | 1 | -10
COc1ccc(NC(=O)C/C(C)=N/NC(=O)c2ccco2)c([N+](=O)[O-])c1
→ 1.3 | 0 | x | -0.3 | 10 | 14 | -7 | 5 | 1 | -2
Clc1ccc(-c2nc(-c3cc4cc(Cl)ccc4o3)cs2)cc1
→ -0.1 | 8 | -2.8 | -0.6 | 0 | 19 | 1 | -9 | 9 | 0
O=C(O)C1=C[C@@H](C2CC2)C[C@@H](OCc2ccc(CO)cc2)O1
→ 1.1 | 3 | 0.3 | -0.4 | -4 | 21 | 1 | -1 | -11 | 1

Overlap with the part before: four compounds; new compounds follow.
Values in the order – UGM FP inh | GDH-TPI inh | FadD28 FP inh | Mtb BioA inh | CCHF vOTU inh | VHR inh abs | FBA Mtb inh | MazF activator | Rv3671c inh | BoNT-F LC inh
O=C(O)c1ccc(CSC2CCCCC2)cc1
→ 1.1 | -5 | -2.5 | -1.8 | -11 | -7 | 0 | -3 | 1 | -10
COc1ccc(NC(=O)C/C(C)=N/NC(=O)c2ccco2)c([N+](=O)[O-])c1
→ 1.3 | 0 | x | -0.3 | 10 | 14 | -7 | 5 | 1 | -2
Clc1ccc(-c2nc(-c3cc4cc(Cl)ccc4o3)cs2)cc1
→ -0.1 | 8 | -2.8 | -0.6 | 0 | 19 | 1 | -9 | 9 | 0
O=C(O)C1=C[C@@H](C2CC2)C[C@@H](OCc2ccc(CO)cc2)O1
→ 1.1 | 3 | 0.3 | -0.4 | -4 | 21 | 1 | -1 | -11 | 1
O=C(c1cccnc1)N1CCN(S(=O)(=O)c2ccc(F)cc2)CC1
→ -1.4 | -7 | -1.2 | x | -10 | 6 | -1 | 3 | 7 | -2
COc1ccc(CCNC(=O)CCS(=O)(=O)c2ccc(Br)cc2)cc1OC
→ 1.3 | 5 | -0.6 | x | 4 | -15 | 0 | -2 | 9 | 1
COc1cc(CN2CCC(n3nccc3NC(=O)C3CC3)CC2)cc(OC)c1
→ 1.2 | -1 | -2.7 | 0.7 | -14 | 27 | -1 | 2 | 2 | 8
COc1ccc(S(=O)(=O)N2CCC(C(=O)NCCC(=O)NCc3ccccc3OC)CC2)cc1
→ 0.0 | 4 | 0.2 | -0.4 | -2 | 2 | 1 | 0 | 2 | -10
N#Cc1cc(C(=O)c2ccccc2OCC(=O)Nc2ccccc2Cl)cn(C2CCCCC2)c1=O
→ 1.3 | 9 | -0.6 | x | 21 | 26 | 1 | 0 | -7 | -2
COc1ccc(C2C(C#N)=C(N)Oc3cc(C)[nH]c(=O)c32)c(OC)c1OC (stereo not given)
→ 2.6 | 7 | -3.8 | -3.2 | -8 | -8 | -5 | -1 | -5 | 6
Cc1ccc(NCC(=O)Nc2cccc(F)c2)cc1S(=O)(=O)N1CCCCCC1
→ -3.4 | 1 | -2.6 | 2.6 | 11 | 20 | -2 | 0 | -5 | -9
Fc1ccc(-n2c(CN3CCCCC3)n[nH]c2=S)cc1
→ 2.1 | 5 | 1.2 | x | -18 | 22 | -2 | -2 | -8 | -4
O=C(COC(=O)c1cccc(-n2cnnn2)c1)c1ccc(Br)cc1
→ -1.3 | 10 | -1.2 | -0.4 | 4 | x | 2 | -4 | -7 | x
Cc1cccc(NC(=O)c2ccc(S(=O)(=O)N3CCOCC3)cc2)c1C
→ -0.1 | -3 | -3.7 | -0.1 | 20 | 3 | -1 | 7 | 3 | 16
COc1ccc(OCc2nnc(SCC(=O)Nc3ccccc3F)o2)cc1
→ -1.8 | 4 | x | -0.5 | 6 | -8 | -1 | 7 | -5 | 6
Cc1cc(C(=O)N/N=C/c2ccc([N+](=O)[O-])cc2)c2ccccc2n1
→ 0.4 | 51* | -0.5 | -1.6 | 3 | -11 | -5 | 15 | -1 | u
Cc1cc(C)c2c(N=CN(C)C)c(C(=O)N3CCN(c4ncccn4)CC3)sc2n1
→ 0.2 | 16 | 0.5 | 1.7 | 1 | 25 | -2 | 2 | 1 | -9
O=C(NNC(=S)NC(=O)c1ccccc1Cl)c1cccc([N+](=O)[O-])c1
→ 1.7 | 12 | x | -0.6 | 15 | -2 | 0 | 4 | -8 | 8
Cc1ccc(Sc2cnc3ccccc3n2)cc1
→ 1.3 | 6 | -0.1 | 1.3 | 13 | 24 | 2 | -7 | 5 | -3
O=S(=O)(N1CCOCC1)N1CCCN(S(=O)(=O)N2CCOCC2)CC1
→ 3.4 | -1 | -2.6 | 1.5 | 0 | -8 | -5 | 5 | -2 | 5
O=C1N(c2cccc(Cl)c2)C(c2ccccc2)N2CCCN12 (stereo not given)
→ 2.5 | 9 | 3.1 | x | 5 | 12 | 6 | -10 | 7 | 4
CC(=O)c1ccccc1NC(=O)COC(=O)C1=NN(c2ccccc2)C(=O)CC1
→ x | 5 | -0.4 | -1.7 | 5 | x | 2 | 7 | x | -109
COC(=O)c1ccc(N2CCC(c3cc(-c4ccc(OC)cc4)n[nH]3)CC2)c([N+](=O)[O-])c1
→ 2.4 | 2 | -1.9 | -3.1 | 1 | 8 | -2 | 4 | -55 | -6
NC(=O)CN1C(=O)C(=O)N(Cc2ccccc2Cl)C1=O
→ 2.0 | -7 | -0.1 | -0.4 | 0 | -5 | -1 | 5 | 5 | -31

Some of the entries so far, field by field:
> NC(=O)CN1C(=O)C(=O)N(Cc2ccccc2Cl)C1=O
  UGM FP inh: 2.0	GDH-TPI inh: -7	FadD28 FP inh: -0.1	Mtb BioA inh: -0.4	CCHF vOTU inh: 0	VHR inh abs: -5	FBA Mtb inh: -1	MazF activator: 5	Rv3671c inh: 5	BoNT-F LC inh: -31
> Cn1cccc1CNC(=O)Nc1ccc(Cl)cc1
  UGM FP inh: -1.0	GDH-TPI inh: 4	FadD28 FP inh: -3.5	Mtb BioA inh: -1.6	CCHF vOTU inh: 4	VHR inh abs: 14	FBA Mtb inh: 1	MazF activator: 3	Rv3671c inh: -6	BoNT-F LC inh: -2
> Cc1ccc(Sc2cnc3ccccc3n2)cc1
  UGM FP inh: 1.3	GDH-TPI inh: 6	FadD28 FP inh: -0.1	Mtb BioA inh: 1.3	CCHF vOTU inh: 13	VHR inh abs: 24	FBA Mtb inh: 2	MazF activator: -7	Rv3671c inh: 5	BoNT-F LC inh: -3
> Fc1ccc(-n2c(CN3CCCCC3)n[nH]c2=S)cc1
  UGM FP inh: 2.1	GDH-TPI inh: 5	FadD28 FP inh: 1.2	Mtb BioA inh: x	CCHF vOTU inh: -18	VHR inh abs: 22	FBA Mtb inh: -2	MazF activator: -2	Rv3671c inh: -8	BoNT-F LC inh: -4

Later entries.
Values in the order – UGM FP inh | GDH-TPI inh | FadD28 FP inh | Mtb BioA inh | CCHF vOTU inh | VHR inh abs | FBA Mtb inh | MazF activator | Rv3671c inh | BoNT-F LC inh
CSCCC(NC(=O)C1CCC(C)CC1)C(=O)NCCN1CCC(C)CC1 (stereo not given)
→ -0.8 | -4 | -3.4 | x | -5 | 12 | -5 | 1 | 8 | 3
NC(=O)[C@@H]1CCCNc2c(F)cc([N+](=O)[O-])cc2C(=O)N[C@@H](CO)C(=O)NCC(=O)N1
→ 3.5 | 14 | -2.5 | 2.9 | 6 | 12 | -3 | 3 | -5 | 0
COc1cc(CCC(=O)Nc2ccc(Br)c(C(F)(F)F)c2)cc(OC)c1OC
→ 0.0 | 2 | -2.5 | 1.2 | 16 | -2 | -2 | 1 | -8 | -10
Cc1ccc(CCNC(=O)C2CCC(=O)N2C2CCCC2)cc1 (stereo not given)
→ 1.2 | -3 | -1.3 | 0.8 | 13 | 13 | -1 | 19 | 1 | -6
COc1cc(C2NC(=O)CCC2[N+](=O)[O-])cc(OC)c1OC (stereo not given)
→ 0.1 | 1 | 1.3 | 5.4 | -5 | 27 | 19 | -17 | -4 | -4
CC(=O)C1C(c2ccc(Br)cc2)C2C(C)=NN=C2CC1(C)O (stereo not given)
→ 1.7 | -7 | -3.1 | 1.4 | 8 | 4 | -1 | 5 | -7 | -1
CC(=O)Nc1ccc(S(=O)(=O)N2CCN(C)CC2)cc1
→ -0.9 | -4 | 0.5 | -0.3 | 0 | -12 | 1 | -12 | 4 | -4
Cc1cccc(Nc2ncnc3c2cnn3Cc2ccccc2)c1
→ 1.0 | -2 | -4.9 | x | 7 | 12 | 1 | -2 | -14 | -1
O=C(COc1ccccc1)Nc1nc(-c2ccc(S(=O)(=O)N3CCOCC3)cc2)cs1
→ -0.8 | -2 | -4.2 | -0.6 | 13 | 22 | 6 | 4 | -59 | 3
O=C(c1ccc(OC2CCN(Cc3ccccc3O)CC2)cc1)N1CCCCC1
→ -1.3 | -20 | -2.2 | -0.8 | -9 | 14 | 2 | 2 | 9 | 0
CC1(c2ccc(Cl)cc2)NC(=O)N(CC(=O)c2ccc3c(c2)OCO3)C1=O (stereo not given)
→ 1.2 | -2 | -5.0 | -1.5 | -4 | 6 | 1 | 0 | -2 | 0
c1ccc(Oc2ccc(-n3cnnn3)cc2)cc1
→ 3.1 | 2 | -1.8 | x | -6 | -16 | -4 | 2 | -6 | 7
